Source: PubChem BioAssay
MITF TRPM1 HTS = activators of MITF-driven TRPM1 promoter activity in SK-MEL-5 cells; SK-MEL-5 TRPM1-promoter luciferase, 24 h; % of positive control, neutral wells = 0; activation, % at 12.5 µM; 300,000 compounds, 0.75% hits;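 active means mean activation of at least 80% with every replicate also reaching 80%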;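 further: 0% = neutral control wells and 100% = parthenolide positive control wells; values of inactives mirror those of a sister screen read the other way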
cardiac RTF act = cardiac RTF calcium sensitization; P19429+P45379; 340,000 compounds, 0.24% hits; AID 493008; activation, % at 7.2 µM; IANBD-labeled TnC RTF fluorescence at EC20 calcium; 0% EC20 calcium, 100% full calcium;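 active means activation above the mean over all tested compounds plus 3 SD, cut at about 30% in these data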;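 further: rise in fluorescence read as greater calcium sensitivity of cardiac thin filaments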
V-ATPase pHluor = alters yeast V-ATPase proton transport; S. cerevisiae, pHLuorin cytosolic pH fluorescence; response, % at 10 µM; 350,000 compounds, 0.37% hits; AID 504577; in the data active means response mostly above about 7.3%, no sharp cut-off; inactive means mostly below about 5.4%; further: actives read high; inactives centre near 0; some compounds called inactive have numbers as strong as hits; reference of the scale not given here
CAL PDZ FP-1 = CAL PDZ (human) peptide binding inhibition; Q9HD26; purified CAL PDZ, TMR-peptide fluorescence polarization, 1 h; inhibition, % at 24.9 µM; 300,000 compounds, 0.92% hits; AID 602252;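 active means mean inhibition of at least 30% with at least half of replicates also reaching 30%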;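 further: 0% = DMSO neutral control and 100% = excess unlabeled competitor peptide PRC23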
Tat export inh = inhibitors of E. coli Tat protein transport; E. coli MC4100 TorA-mCherry Tat export, fluorescence; inhibition, % at 10 µM; 340,000 compounds, 0.036% hits; AID 488895;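 active means mean replicate inhibition at least 50% and at least half of replicates individually reaching 50%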;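 further: exported cargo escapes ClpAP degradation while cytoplasmic cargo is degraded and loses fluorescence; 0% = median of neutral control wells and 100% = median of NaSCN control wells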
dFosB act = enhances mouse delta FosB homodimer DNA binding | AID 493131 | 340,000 compounds, 0.99% hits | purified delta FosB, TAMRA-CDK5 oligo fluorescence polarization; percent of positive-control signal above neutral wells | activation, % at 25 µM;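 active means mean activation above about 17%, with every replicate also reaching it, limit read from the data, passing the limit was not always enough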;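 further: fluorescence polarization rise as delta FosB binds a TAMRA Cdk5 AP-1 oligo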
Target sequence (P13346 whole entry, looked up): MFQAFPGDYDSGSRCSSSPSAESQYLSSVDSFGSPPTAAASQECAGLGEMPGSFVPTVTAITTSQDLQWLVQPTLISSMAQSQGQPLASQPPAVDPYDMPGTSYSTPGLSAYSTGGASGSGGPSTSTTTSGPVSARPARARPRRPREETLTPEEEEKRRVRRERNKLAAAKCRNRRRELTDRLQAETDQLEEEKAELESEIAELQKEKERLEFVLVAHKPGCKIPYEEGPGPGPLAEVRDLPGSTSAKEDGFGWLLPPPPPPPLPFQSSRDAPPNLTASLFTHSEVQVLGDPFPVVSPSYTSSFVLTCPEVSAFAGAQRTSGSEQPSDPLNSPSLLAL
Wnt bcat act = activates Wnt/beta-catenin signaling in a reporter cell assay. activator, plate reader. activation, % at 9.35 µM. 300,000 compounds, 1.2% hits; in the data active means activation above about 30%, passing the limit was not always enough;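 further: 0% = neutral control wells and 100% = positive control wells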
CAL PDZ FP-2 = human CAL PDZ-peptide interaction inhibition; Q9HD26; purified CAL PDZ, TMR-peptide fluorescence polarization, 1 h; inhibition, % at 20 µM; 330,000 compounds, 0.02% hits; AID 504414;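 active means highest replicate inhibition of at least 40%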;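 further: plate controls were DMSO neutral control wells for no effect and unlabeled competitor peptide control wells for full effect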
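Assay system – tagged CAL PDZ protein CerCALP, purified · Timing – 1 h at RT · Compound – single point, 20 µM · Measured by – fluorescence polarization from S- and P-plane intensities, G-factor corrected · Evaluation – inhibition from polarization loss · Probe or stimulus – TMR reporter peptide T*-PRC34 · Buffer or medium – pH 7.4 phosphate-saline buffer, reducing agent, detergent, IgG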
Rtt109 HAT inh = C. albicans Rtt109 histone acetyltransferase inhibition; purified Rtt109/Vps75, ThioGlo CoA-SH fluorescence, 4 h; inhibition, % at 34.9 µM; 330,000 compounds, 0.16% hits; AID 540336;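 active means inhibition of at least 50% in every replicate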
Target sequence (Q5AAJ8 whole entry, looked up): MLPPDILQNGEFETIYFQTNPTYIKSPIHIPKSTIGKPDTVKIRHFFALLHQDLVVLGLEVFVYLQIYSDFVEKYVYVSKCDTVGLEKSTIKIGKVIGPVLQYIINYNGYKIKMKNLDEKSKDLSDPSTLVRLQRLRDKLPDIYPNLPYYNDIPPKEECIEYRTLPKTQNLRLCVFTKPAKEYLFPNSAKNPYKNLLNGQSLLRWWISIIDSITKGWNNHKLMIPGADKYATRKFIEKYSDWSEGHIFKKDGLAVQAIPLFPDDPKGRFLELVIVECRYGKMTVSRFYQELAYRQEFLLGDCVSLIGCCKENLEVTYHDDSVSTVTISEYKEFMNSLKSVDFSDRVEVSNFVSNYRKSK
CDK5 inh = inhibitors of human CDK5/p35 kinase. Recombinant CDK5/p35, ADP-Glo luminescence, 60 min. inhibition, % at 10 µM. 330,000 compounds, 0.01% hits;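 active means highest replicate inhibition of at least 50% and at least 75% of replicates reaching 50%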;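 further: plate controls were DMSO neutral control for no effect and GW8510 at 10 µM for full effect; many of its hits are not listed in these tables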
* marks the source's active call; other numbers are inactive results; · = no result given.

SMILES	MITF TRPM1 HTS	cardiac RTF act	V-ATPase pHluor	CAL PDZ FP-1	Tat export inh	dFosB act	Wnt bcat act	CAL PDZ FP-2	Rtt109 HAT inh	CDK5 inh
CCN1C(=O)CSC1=NC1C2CC3CC(C2)CC1C3 (stereo unspecified)	13	1	-1	-3	-1	-6	·	-1.3	-2	0.5
O=Cc1ccc(Sc2ncccn2)o1	-10	2	-1	-2	15	1	-1	-2.8	-8	-0.1
COc1cccc(/C=N/NC(=O)c2cnccn2)c1O	-8	-4	6	90*	1	6	-1	-2.2	-2	0.6
Cc1cccc(Nc2nc(N3CCN(C)CC3)nc(N)c2[N+](=O)[O-])c1	16	-7	0	36*	-5	-22	-2	-1.8	-9	4.4
COC(=O)c1cc(=O)n(Cc2ccco2)c(=Nc2ccc(F)c(Cl)c2)s1	-6	4	2	0	3	-4	4	-0.5	-6	1.3
COc1ccc(S(=O)(=O)N2CCCCCC2)cc1C(=O)NCCc1ccc(F)cc1	-8	-4	2	-3	1	-16	-4	-1.1	-3	0.7
O=C(Oc1ccc(Cl)c2cccnc12)N1CCCCC1	30	4	-1	-2	2	-1	·	-3.1	·	0.6
O=C(CCn1nnc2ccccc2c1=O)N[C@@H](Cc1c[nH]c2ccccc12)C(=O)O	13	-1	-3	-3	-7	5	5	7.8	-8	-0.5
C/C=C(/C)C(=O)O[C@H]1[C@@H](O)c2c(ccc3ccc(=O)oc23)OC1(C)C	-7	6	-6	-2	-3	-12	-1	-2.1	-2	-1.8
COc1ccc(CCC(=O)OCC(=O)N(CC(C)C)c2c(N)n(Cc3ccccc3)c(=O)[nH]c2=O)cc1	0	-2	-3	1	-3	1	-2	0.5	-6	0.1
CCN(CC)CCCNC(=S)N1CCC(c2nc3ccccc3[nH]2)CC1	17	-1	-3	0	3	-2	-2	8.3	-3	0.5
CCCn1c(SCC(=O)N2N=C3/C(=C/c4ccc(OC)cc4)CCCC3C2c2ccc(OC)cc2)n[nH]c1=O (stereo unspecified)	-9	5	2	-5	2	-10	·	-0.4	-4	0.3
C=CCC1(CC=C)CCCN1C(=O)CC1C(=O)NCCN1Cc1ccc(OC)c(OC)c1 (stereo unspecified)	2	-2	0	2	-9	-9	-3	-1.8	11	1.1
CNS(=O)(=O)c1cc(NC(=O)c2cncn2-c2ccccc2)ccc1C	10	-1	-1	-6	-6	-2	0	-1.2	7	-0.2
O=C(NCc1nc2ccccc2[nH]1)C1=C[C@@H](c2ccc(C(F)(F)F)cc2)C[C@@H](OCc2ccc(CO)cc2)O1	-13	-3	2	-1	6	16	-2	0.6	-3	1.3
COC(=O)c1cc(OC)c(OC)cc1NC(=S)N1CCN(Cc2ccccc2)CC1	-8	7	0	0	-2	1	·	-2.5	·	-0.6
CSCCC(NS(=O)(=O)c1ccc2c(c1)oc(=O)n2C)C(=O)NCc1ccccc1 (stereo unspecified)	-5	1	-1	6	-2	-10	-1	-2.3	26	0.1
COc1cccc(C2CC(c3c(Cl)cccc3Cl)n3nc(N)nc3N2)c1 (stereo unspecified)	5	-4	-1	-2	-1	-8	-3	-0.4	-6	1.1
CCOC(=O)C1CCCN(CC(O)COc2ccc(OC)cc2C(C)(C)C)C1 (stereo unspecified)	·	1	-2	2	1	9	·	-1.3	1	-0.4
CC1(C)CC(=O)C=C(c2ccc(F)cc2OCc2ccccc2)C1	6	7	1	-3	12	0	-1	-0.5	-9	0.2
O=C(Nc1cc(-c2nc3ncccc3o2)ccc1Cl)c1ccc2c(c1)OCO2	·	4	1	2	-1	-14	-2	-0.6	-1	0.6
CC(NC(=O)c1ccc(NC(=O)c2ccco2)cc1)c1ccccc1 (stereo unspecified)	7	1	0	0	0	5	4	-2.3	-1	-0.7
CCOC(=O)CCNC(=O)N1CCCC(C(=O)c2ccc3c(c2)OCO3)C1 (stereo unspecified)	-2	-2	1	4	-1	-5	-4	0.8	-3	0.3
CCCCNC(=O)NNC(=O)COc1cccc(C)c1C	5	7	4	0	-6	-5	-1	-0.4	-3	2.3
Cc1ccc(NC(=O)c2cccnc2)cc1S(=O)(=O)N(C)C	5	5	1	1	12	-7	0	-0.5	·	0.6

Later entries:
SMILES	MITF TRPM1 HTS	cardiac RTF act	V-ATPase pHluor	CAL PDZ FP-1	Tat export inh	dFosB act	Wnt bcat act	CAL PDZ FP-2	Rtt109 HAT inh	CDK5 inh
O=C(NNC(=S)Nc1ccc(Br)cc1Cl)c1ccncc1	-10	0	-3	2	-5	-7	1	0.1	2	1.1
CC(=O)C1(O)CCC2C3CCC4CC(O)CCC4(C)C3C(=O)CC21C (stereo unspecified)	7	1	-2	0	9	-9	-2	0.0	-2	-0.4
C/C(=C(\C#N)C(=O)NCc1ccccc1)N(C)C	15	7	0	-1	-7	9	·	-0.4	-2	1.6
COc1ccc(OC)c(-c2csc(N(CC3CCCO3)C(=O)C3CCCCC3)n2)c1 (stereo unspecified)	-5	9	-3	·	10	-14	-3	-0.5	-9	-0.7
COc1ccc(CCNC(=O)c2ccccc2N(C)S(=O)(=O)c2ccccc2)cc1	-24	0	3	3	-17	4	-5	-0.4	1	1.6
Cn1nc(C(=O)Nc2ccc(S(=O)(=O)N3CCCCC3)cc2)c2ccccc2c1=O	-9	-3	-1	-5	-1	-3	0	-3.5	-6	-0.9
COC(=O)C1N[C@@H]([C@@H](NC(=O)COc2ccccc2)C(=O)NCc2ccccc2)SC1(C)C (stereo partly specified)	5	3	-4	-1	2	-6	-4	0.1	-1	0.0
Cc1ccccc1NC(=S)N(Cc1ccccc1)Cc1cccs1	14	0	0	4	2	-2	-2	-0.4	6	0.2
CCOC(=O)C(CC(=O)O)N1CCCCC1 (stereo unspecified)	·	1	3	·	-8	6	·	0.3	-3	-1.2
COc1ccc(C(=O)Nc2ccc3oc(-c4cccc(Cl)c4)cc(=O)c3c2O)cc1	-4	9	-1	2	-7	-5	0	-0.2	-3	0.5
Cc1ccc(N=Nc2ccc(C)cc2NC(=O)Nc2ccccc2F)cc1	-4	-6	1	-4	-9	2	5	0.9	3	0.4
CC(C)(C)C(=O)Nc1ccc(-c2nnc3n2CCCCC3)cc1	1	-5	1	6	-11	1	1	0.1	-1	0.0
COc1ccc(NC(=O)COC(=O)C2CCN(S(=O)(=O)c3cccs3)CC2)cc1	8	-1	0	2	4	-6	4	-0.9	-5	0.1
C/C(=C\c1ccccc1)C(=O)Nc1nc2ccc([N+](=O)[O-])cc2s1	47	4	2	-3	-3	10	·	0.4	2	2.8
Cc1nc(Cl)sc1C(=O)Nc1ccccc1Cl	·	3	-3	1	-7	-2	2	-0.9	1	0.5
O=[N+]([O-])c1cccc(Cn2cnc3c(=S)nc[nH]c32)c1	6	0	0	-6	1	-2	-1	-1.0	3	-0.5
CCc1ccccc1NC(=O)CN(c1cccc(OC)c1)S(C)(=O)=O	·	-5	-1	-1	18	-7	1	-3.9	29	-0.4
COc1ccccc1/C=C/C=N/NC(=O)c1ccc(=O)n(C)c1	1	5	-1	-4	4	0	-1	-2.9	2	-0.5
Cc1nn(-c2ccccc2)c(C)c1/C=N/NC(=O)c1cnccn1	-1	-4	2	16	0	-2	2	-0.8	2	0.4
COc1ccccc1C(CC(=O)Nc1ccc(Cl)cc1)c1ccc(OC(C)C)cc1 (stereo unspecified)	-7	-4	-1	1	9	-6	-4	-0.7	-3	0.0
C=CCC[C@@H](Cc1ccc(F)cc1)C(=O)OC[C@H](Cc1c[nH]c2ccccc12)NC(=O)[C@@H](CC=C)CC(=O)NCCO	4	-6	-3	-2	15	-18	-11	-0.8	15	0.6
Nc1ccc(Oc2ccc3nc(-c4ccccc4)c(-c4ccccc4)nc3c2)cc1	13	-6	-2	·	9	-4	·	-0.7	-5	0.1
CCOC(=O)C1CCN(C(=O)c2cccc(Cl)c2)CC1	14	8	-5	·	0	-4	·	-1.2	0	-0.8
CCOc1cccc(OCCCOc2cccc3cccnc23)c1	-4	5	2	-2	3	-10	·	-3.8	-11	-4.0
COc1ccc(CN(C)C(=O)Cn2cnc(C(=O)Nc3ccc(C)c(C)c3)n2)cc1OC	9	-8	-1	-2	-7	-3	-1	0.7	-2	0.2

Four of these compounds in another layout.
> Cc1ccccc1NC(=S)N(Cc1ccccc1)Cc1cccs1
- MITF TRPM1 HTS = 14
- cardiac RTF act = 0
- V-ATPase pHluor = 0
- CAL PDZ FP-1 = 4
- Tat export inh = 2
- dFosB act = -2
- Wnt bcat act = -2
- CAL PDZ FP-2 = -0.4
- Rtt109 HAT inh = 6
- CDK5 inh = 0.2
> CCOC(=O)C(CC(=O)O)N1CCCCC1 (stereo unspecified)
- MITF TRPM1 HTS = ·
- cardiac RTF act = 1
- V-ATPase pHluor = 3
- CAL PDZ FP-1 = ·
- Tat export inh = -8
- dFosB act = 6
- Wnt bcat act = ·
- CAL PDZ FP-2 = 0.3
- Rtt109 HAT inh = -3
- CDK5 inh = -1.2
> COc1ccc(C(=O)Nc2ccc3oc(-c4cccc(Cl)c4)cc(=O)c3c2O)cc1
- MITF TRPM1 HTS = -4
- cardiac RTF act = 9
- V-ATPase pHluor = -1
- CAL PDZ FP-1 = 2
- Tat export inh = -7
- dFosB act = -5
- Wnt bcat act = 0
- CAL PDZ FP-2 = -0.2
- Rtt109 HAT inh = -3
- CDK5 inh = 0.5
> Cc1ccc(N=Nc2ccc(C)cc2NC(=O)Nc2ccccc2F)cc1
- MITF TRPM1 HTS = -4
- cardiac RTF act = -6
- V-ATPase pHluor = 1
- CAL PDZ FP-1 = -4
- Tat export inh = -9
- dFosB act = 2
- Wnt bcat act = 5
- CAL PDZ FP-2 = 0.9
- Rtt109 HAT inh = 3
- CDK5 inh = 0.4

(next part)
SMILES	MITF TRPM1 HTS	cardiac RTF act	V-ATPase pHluor	CAL PDZ FP-1	Tat export inh	dFosB act	Wnt bcat act	CAL PDZ FP-2	Rtt109 HAT inh	CDK5 inh
CC(C)(C)c1ccc(CN2N=C(/C=C/c3ccccc3)CCC2=O)cc1	-6	-1	0	-4	2	-10	-3	-0.3	1	2.5
COc1cc(SC)ccc1C(=O)NCCOc1ccc(F)cc1	76	-5	1	-2	5	-9	25	-2.5	-8	2.2
CN(c1cnn(-c2ccccc2)c(=O)c1Cl)n1cccc1	37	2	4	-3	-1	-7	0	-1.1	4	0.3
Cc1ccc(N2CSC3=C(C#N)C(c4cccs4)CC(=O)N3C2)cc1 (stereo unspecified)	10	-4	0	-1	1	-4	-3	-0.5	5	-1.9
COCCCNC(=O)Cn1nnc(-c2ccc(NC(=O)c3ccccc3OC)cc2)n1	11	0	-1	-2	-9	-9	0	-1.2	-3	2.7
COc1ccccc1-c1sc2ccccc2c1C#CC1(O)CCCCC1	5	-3	3	0	-11	-10	0	-3.9	7	1.2

Copied from the list:
O=C(CCn1nnc2ccccc2c1=O)N[C@@H](Cc1c[nH]c2ccccc12)C(=O)O in V-ATPase pHluor has -3
COc1ccc(NC(=O)COC(=O)C2CCN(S(=O)(=O)c3cccs3)CC2)cc1 in CAL PDZ FP-2 has -0.9
